# PLC-gamma1 inh = inhibitors of human phospholipase C gamma1; inhibition, % at 12.2 µM; P19174; 370,000 compounds, 0.84% hits; purified PLC-gamma1, fluorogenic substrate, fluorescence; AID 720700; in the data active means inhibition above about 9.5%
# Target sequence (P19174 whole entry, looked up): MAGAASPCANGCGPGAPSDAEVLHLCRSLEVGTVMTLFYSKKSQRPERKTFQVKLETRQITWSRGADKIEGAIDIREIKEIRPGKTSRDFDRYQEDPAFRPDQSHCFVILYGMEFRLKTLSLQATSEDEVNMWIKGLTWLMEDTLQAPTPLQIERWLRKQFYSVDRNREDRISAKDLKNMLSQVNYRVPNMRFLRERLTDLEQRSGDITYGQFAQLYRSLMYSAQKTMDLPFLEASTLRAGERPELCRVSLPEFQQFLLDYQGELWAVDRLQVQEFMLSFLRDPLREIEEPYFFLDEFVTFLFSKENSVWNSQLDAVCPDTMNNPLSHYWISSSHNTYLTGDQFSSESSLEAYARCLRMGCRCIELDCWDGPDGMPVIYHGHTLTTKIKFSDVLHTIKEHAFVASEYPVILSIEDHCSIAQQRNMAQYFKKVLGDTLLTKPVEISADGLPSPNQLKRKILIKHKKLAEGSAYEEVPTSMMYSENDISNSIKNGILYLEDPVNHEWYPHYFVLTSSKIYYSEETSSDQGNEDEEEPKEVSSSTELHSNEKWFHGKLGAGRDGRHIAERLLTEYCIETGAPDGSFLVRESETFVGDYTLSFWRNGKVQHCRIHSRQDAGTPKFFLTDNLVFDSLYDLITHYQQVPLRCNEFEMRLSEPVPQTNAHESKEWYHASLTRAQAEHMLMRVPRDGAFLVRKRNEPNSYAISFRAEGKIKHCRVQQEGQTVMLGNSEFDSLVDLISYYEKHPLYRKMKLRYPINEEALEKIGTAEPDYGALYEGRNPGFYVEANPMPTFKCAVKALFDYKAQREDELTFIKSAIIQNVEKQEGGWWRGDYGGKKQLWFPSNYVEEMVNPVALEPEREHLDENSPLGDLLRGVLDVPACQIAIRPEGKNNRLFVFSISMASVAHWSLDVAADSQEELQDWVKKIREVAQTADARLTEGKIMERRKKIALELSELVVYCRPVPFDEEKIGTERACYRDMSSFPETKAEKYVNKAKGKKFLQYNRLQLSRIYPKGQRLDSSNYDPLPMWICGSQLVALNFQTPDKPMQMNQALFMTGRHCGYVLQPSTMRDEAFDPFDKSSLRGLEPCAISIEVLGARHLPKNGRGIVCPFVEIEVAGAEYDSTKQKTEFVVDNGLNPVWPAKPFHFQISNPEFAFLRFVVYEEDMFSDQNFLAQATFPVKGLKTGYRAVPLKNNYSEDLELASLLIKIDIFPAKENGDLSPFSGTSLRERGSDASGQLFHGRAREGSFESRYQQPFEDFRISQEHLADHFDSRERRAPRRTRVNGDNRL
# UHRF1 MBD2 ctr = blocks human UHRF1 binding to methylated DNA; Q96T88; UHRF1 binding to methylated oligo, TR-FRET; inhibition, % at 4.4 µM; 370,000 compounds, 0.75% hits; AID 687016; in the data active means inhibition above about 21%;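 further: UHRF1 SRA domain binding a hemimethylated CpG hairpin DNA probe; 0% = median of test compound wells and 100% = reference inhibitor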
# PLC-beta3 inh = inhibitors of human phospholipase C beta3; inhibition, % at 12.2 µM; Purified PLC-beta3, fluorogenic substrate, fluorescence; 370,000 compounds, 0.18% hits; Q01970; in the data active means inhibition above about 11%;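 further: 0% = median of compound wells on plate and 100% = full blocker control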
# DDE Tn7 FP inh = inhibitors of Tn7 peptide binding to human fibrin DD(E). inhibition, % at 8.3 µM. FP displacement of FITC-Tn7 peptide from fibrin DD(E); 0% = median of compound wells per plate. 370,000 compounds, 0.13% hits. AID 720508. P02675;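 active means inhibition above the mean of compounds falling within the control limits plus 3 SD of them, cut at about 14% in these data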;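 further: 0% = plate median of compound wells and 100% = 10 µM Aha-Tn7 peptide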
#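 Assay system: human fibrin DD(E). Input: DD(E) 2 µM final. Medium: Tris buffer with calcium and detergent, pH 7.8. Compound dosing: single point at 8.3 µM. Timing: 10 min plus 3 h, room temperature. Technique: fluorescence polarization of the labelled Tn7 tracer. Read-out: percent inhibition. Replicates: singlicate testing.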
# MBD2 DNA inh = inhibitors of human MBD2 binding to methylated oligonucleotide | TR-FRET | inhibition, % at 4.4 µM | 370,000 compounds, 0.31% hits | AID 686964; in the data active means inhibition above about 13%
# ARFGAP1 inh = inhibits rat ARF GTPase activating protein 1; Q62848; 360,000 compounds, 0.26% hits; Arfgap1-stimulated ARF1 GTP hydrolysis, GDP FP detection; AID 651572; inhibition, % at 16.5 µM;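 active means inhibition above a per-plate limit, mean inhibition of low control wells plus 3 SD, cut at about 25% in these data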;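 further: 0% = DMSO wells with enzyme and 100% = wells lacking Arfgap1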
#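 System: truncated rat Arfgap1 GAP domain / Medium: HEPES-based buffer, pH 7.5 / Also added: N-terminally truncated human ARF1-GTP substrate / Incubation: enzyme reaction 120 min at 25 °C after 20 min preincubation / Measured by: FP of antibody-bound GDP Alexa 633 tracer, ex 620/em 688 nm / Replicates: singlicate, each compound tested once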
# Tn6 DDE FP = DD(E)-Tn6 binding inhibition, primary FP screen; Fibrin DD(E) TRITC-Tn6 fluorescence polarization displacement; inhibition, % at 8.3 µM; 370,000 compounds, 0.21% hits;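 active means inhibition above a per-campaign cutoff: mean of compounds within control limits plus 3 SD, cut at about 15% in these data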;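 further: 0% = median of all compound wells on the plate and 100% = blocking peptide control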
# ASAP1 GAP inh = inhibitors of human ASAP1 ArfGAP activity | Q9ULH1 | inhibition, % at 16.5 µM | ASAP1-stimulated ARF1 GTP hydrolysis, GDP FP detection | 360,000 compounds, 0.19% hits | AID 624377; in the data active means inhibition above about 25%;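 further: 0% = vehicle with enzyme and substrate and 100% = no enzyme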
# proKLK7 act = activators of human kallikrein-7 zymogen; P49862; purified proKLK7, EDANS-DABCYL substrate fluorescence; 100% is mature enzyme control, 0% vehicle; activation, % at 7 µM; 370,000 compounds, 0.9% hits; AID 652039;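 active means activation above the mean of all tested compounds plus 3 SD, computed per campaign excluding outliers beyond control limits, cut at about 13% in these data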
# ADAM17 inh = inhibitors of human ADAM17. inhibition, % at 6.95 µM. recombinant ADAM17, EDANS/DABCYL FRET peptide cleavage. P78536. 370,000 compounds, 0.83% hits;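 active means inhibition above the mean of compounds lying between control limits plus 3 SD, set per campaign, cut at about 8.5% in these data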;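 further: 0% = DMSO-only wells as the low control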
# An asterisk follows results filed as active; & = joins results of further samples.
nr	structure	PLC-gamma1 inh	UHRF1 MBD2 ctr	PLC-beta3 inh	DDE Tn7 FP inh	MBD2 DNA inh	ARFGAP1 inh	Tn6 DDE FP	ASAP1 GAP inh	proKLK7 act	ADAM17 inh
1	COC(=O)c1c(C)[nH]c(C(=O)/C=C/c2ccccc2Cl)c1C	1	2	-4	-5	-3	-4	-4	-7	0.5	0
2	CC1(C)CC(C(=O)NCCC(c2ccccc2)c2ccco2)CCO1 (stereo unspecified)	-5	0	-5	2	-5	16	1	0	-0.6	0
3	Cc1nn(CC(=O)N2CCN(c3cccc(C(F)(F)F)c3)CC2)c(=O)c2cccn12	5	3	-3	-2	-1	-12	-1	-7	0.0	-3
4	O=C(COc1ccccc1/C=C1\SC(=S)NC1=O)Nc1ccc(F)cc1	4	-1	-6	2	0	-14	3	4	-0.6	0
5	COc1ccc(C(=O)N/C(=C\c2ccco2)C(=O)NCCCn2ccnc2)cc1	2	0	-2	-1	-1	-1	-2	3	0.1	2
6	CCCC(=O)Nc1ccc(C(=O)NCCc2ccc(F)cc2)cc1	0	0	0	1	2	8	-3	-8	0.2	0
7	Cc1cc(C(=O)Nc2cccnc2)cs1	0	-2	3	-7	-5	-11	0	-3	0.6	-3
8	COc1ccccc1N1CCN(C(=O)c2ccc(N(C)S(=O)(=O)c3ccccc3)cc2)CC1	2	0	-8	-5	1	5	-1	-6	0.0	-1
9	CCCCCCCCN1CC(Cc2cc3ccccc3c3ccccc23)N(c2ccccc2)c2ccccc2C1=O (stereo unspecified)	3	-2	-1	-9	-1	5	5	-1	1.1	-2
10	CC(C)OC(=O)/C(=C/c1ccco1)c1ccccc1	3	-2	4	-1	-1	6	1	-10	-0.1	-4
11	Cc1cccc(NS(=O)(=O)c2ccc(-c3cnc(C4CC4)o3)cc2)c1	-2	-1	-10	-1	-3	-8	-3	0	0.8	8
12	CN(Cc1ccccc1)C(=O)CN1CCN(S(=O)(=O)c2ccccc2F)CC1	5	-4	6	1	2	36*	2	-2	-0.8	-1
13	O=C(O)CCC(=O)Nc1cccc(C(=O)Nc2ccc(Br)cc2)c1	0	2	1	5	0	2	3	-5	0.2	0
14	N#Cc1c(N)sc2c1CCN(C(=O)OCc1ccccc1)C2	-10	-5	-17	0	4	-11	1	-4	-0.6	-9
15	O=C(Nc1ccc(F)cc1)c1ccc2c(=O)n3c(nc2c1)CCCCC3	5	0	-3	3	2	-1	6	6	-0.3	0
16	CCN(C[C@H]1N[C@@](C)(C(=O)OC)[C@H]2C(=O)N(C)C(=O)[C@@H]12)C(=O)C1CCCCC1	-1	0	1	-10	0	-7	2	-4	-0.5	-3
17	COc1ccccc1C(CNC(=O)c1cccc(S(=O)(=O)N2CCCc3ccccc32)c1)N(C)C (stereo unspecified)	1	0	-2	-4	1	-3	-6	9	-0.1	-2
18	Cc1ccc(OCCNS(=O)(=O)c2ccc(N3CCCC3=O)cc2)cc1	6	1	5	4	1	-12	-8	3	0.4	3
19	Cc1ccc(S(=O)(=O)Nc2c(C)n(C)n(-c3ccccc3)c2=O)cc1	3&2	1&4	3&1	2&0	-4&2	0&-14	2&5	-8&-1	0.1&0.2	1&0
20	CC(=O)Nc1ccc(C(=O)COC(=O)C2CC2)c(F)c1	2	0	-6	3	1	0	-2	0	-0.8	-4
21	CC(C)CNS(=O)(=O)c1ccc(S(=O)(=O)N2CCC3(CC2)OCCO3)cc1	1	9	1	4	0	2	-1	12	-0.6	1
22	CC1=C(C(=O)N(C(C)C)C(C)C)CC(CC(=O)NC2CCCC2)C(=O)N1Cc1ccc(C(C)(C)C)cc1 (stereo unspecified)	4	-3	2	-2	1	1	-11	-7	0.0	3
23	COCCCN(CCNC(=O)c1ccc(NC2=NC3CS(=O)(=O)CC3S2)cc1)Cc1ccco1 (stereo unspecified)	0	2	0	-7	0	0	3	-9	-0.1	-2
24	CN1C(=O)/C(=C/c2cccc(Cl)c2)Sc2ccc(C(=O)N3CCCC3)cc21	-90	0	-142	5	0	-5	-5	-3	-3.1	-2
25	C=CCNC(=O)c1onc(CSc2cccc(OC)c2)c1C(=O)NCC=C	5	0	3	0	-5	5	0	-8	-0.1	0
26	CCC(C)NCCOc1ccccc1C (stereo unspecified)	0	16	-3	4	5	11	-5	-2	0.0	-6
27	CC(CSC(=O)c1ccccc1)C(=O)N1c2ccccc2CC1C(=O)O (stereo unspecified)	-3	1	-8	0	2	-23	-10	8	-1.5	-8
28	CN(C)C(=O)[C@H]1C[C@H]1[C@@H](O)[C@H](CO)NC(=O)[C@H](COCc1ccccc1)NC(=O)OC(C)(C)C	2	4	5	-11	3	5	-1	-6	0.4	0
29	CC(C)OC(=O)N(C)C[C@@H]1OCc2ccccc2-c2c(n(C)c3ccccc23)C(=O)N([C@@H](C)CO)C[C@H]1C	3	3	5	-7	2	7	0	11	-0.9	7
30	N#C/C(=N\Nc1cccc(F)c1)C(=N)N1CCCCCC1	4	-3	6	2	-1	13	0	-2	-0.7	3

# Arranged by formula weight (ascending): some entries from above.
nr	structure	PLC-gamma1 inh	UHRF1 MBD2 ctr	PLC-beta3 inh	DDE Tn7 FP inh	MBD2 DNA inh	ARFGAP1 inh	Tn6 DDE FP	ASAP1 GAP inh	proKLK7 act	ADAM17 inh
30	N#C/C(=N\Nc1cccc(F)c1)C(=N)N1CCCCCC1	4	-3	6	2	-1	13	0	-2	-0.7	3
16	CCN(C[C@H]1N[C@@](C)(C(=O)OC)[C@H]2C(=O)N(C)C(=O)[C@@H]12)C(=O)C1CCCCC1	-1	0	1	-10	0	-7	2	-4	-0.5	-3
22	CC1=C(C(=O)N(C(C)C)C(C)C)CC(CC(=O)NC2CCCC2)C(=O)N1Cc1ccc(C(C)(C)C)cc1 (stereo unspecified)	4	-3	2	-2	1	1	-11	-7	0.0	3

# (further entries)
nr	structure	PLC-gamma1 inh	UHRF1 MBD2 ctr	PLC-beta3 inh	DDE Tn7 FP inh	MBD2 DNA inh	ARFGAP1 inh	Tn6 DDE FP	ASAP1 GAP inh	proKLK7 act	ADAM17 inh
31	COc1cc2c(cc1OC)[C@@H](NC(=O)c1ccncc1)[C@H](C)[C@H]2c1ccccc1	0	1	-4	1	-1	4	-11	10	0.3	-4
32	COc1ccc(-n2ccc(=O)c(C(=O)Nc3ccc(S(=O)(=O)Nc4nccs4)cc3)n2)cc1	-86	-3	-118	1	-1	7	-7	9	2.1	-1
33	CCOC(=O)CSCC(NC(=O)OC(C)(C)C)C(=O)OCC (stereo unspecified)	0	0	0	8	4	1	-2	-12	0.0	0
34	O=C(CN1C2CCCC1CC(NC(=O)c1ccccc1)C2)Nc1ccccc1C(F)(F)F (stereo unspecified)	0	5	-9	3	7	6	-9	5	0.1	-4
35	COC(=O)[C@@]1(Cc2ccc(OC)cc2)[C@H]2c3cc(C(=O)N(C)C)[nH]c3C[C@H]2CN1C(=O)c1ccccc1	5	5	-5	4	7	3	6	-11	1.4	-4
36	COc1ccc(CCNC(=O)C(=O)NCC2OCCN2S(=O)(=O)c2ccc(OC)c(C)c2)cc1 (stereo unspecified)	2	-4	3	5	1	0	1	2	0.2	-1
37	O=C(CC1N=C2c3ccccc3N=C(SCc3ccccc3Cl)N2C1=O)NCc1ccco1 (stereo unspecified)	-21	4	-25	3	0	6	5	-13	0.2	-19
38	Cc1ccccc1Nc1c([N+](=O)[O-])ccc2c1=NC1(CCCCC1)N=2	2	2	-2	2	-4	18	2	2	-0.3	-1
39	CCCNC(=O)C1(C)CCCN(C(=O)c2ccccc2F)C1 (stereo unspecified)	-3	0	0	3	0	-11	1	3	0.3	-5
40	COC(=O)C1(C)COP(=O)(NC23CC4CC(CC(C4)C2)C3)OC1 (stereo unspecified)	4	0	0	4	6	2	-5	2	0.0	1
41	CCOC(=O)c1cc2sc(C)cc2n1CC(=O)NCCc1ccccc1	3	-1	1	6	-5	3	-2	-3	-0.1	-5
42	CC(C)C1N=C2c3ccccc3N=C(SCc3cc(=O)n4cc(Cl)ccc4n3)N2C1=O (stereo unspecified)	-15	-3	-13	7	3	-5	7	-15	-0.5	-9
43	[O-]c1n[n+](-c2ccc(Cl)cc2Cl)cc2ccccc12	3	-1	-2	-2	-1	10	1	-17	0.2	-2
44	Fc1ccc(-n2c(-c3ccc4c(c3)OCO4)n[nH]c2=S)cc1Cl	1	1	-1	-2	-2	11	-2	0	-0.1	4
45	O=C(Nc1ccc(-c2nc3ccccc3c(=O)o2)cc1)c1ccco1	-9	21*	-7	1	7	9	6	7	0.0	-1
46	COc1cccc2cc(C(=O)NCC3CCCO3)c(=O)oc12 (stereo unspecified)	-65	5	-78	-3	2	8	-7	-8	-5.7	-12
47	Cn1c(-c2ccc(F)cc2)cnc1NCc1ccc(F)cc1	6	-1	3	-2	2	6	4	13	-0.2	-2
48	CCOc1cc(CNC(C)C)c(Cl)cc1OCC(=O)NCCc1ccccc1	1	0	2	0	-2	-7	3	3	0.2	-4
49	O=C1CC(c2ccc(Cl)cc2)SC(N(c2ccccc2)c2ccccc2)=N1 (stereo unspecified)	4	5	2	2	-1	-8	4	1	0.1	-4
50	N#CCCCn1c(-c2ccccc2)noc1=O	-1	-5	0	0	3	8	-3	-11	-0.2	-6
51	Cc1ccccc1OCCC(=O)OCC(=O)Nc1c(C)nn(-c2ccccc2)c1C	1	-2	0	-3	-2	-5	4	-13	0.0	-1
52	CCOC(=O)C(/C=C(\C#N)C(=O)OCC)=C(/N)N1CCN(c2ccc(OC)cc2)CC1	6	-1	6	-6	-1	-1	-3	10	0.5	3
53	Cc1ccc(NC(=O)CSc2nnc(N)s2)cc1S(=O)(=O)N1CCCCC1	5	0	-2	1	-3	5	4	6	0.0	5
54	Cc1ccc(C(=O)NC2CC3CCCC(C2)N3Cc2ccccc2)cc1 (stereo unspecified)	4	-2	-1	-2	1	5	2	1	-0.7	0
55	C[C@@H](C(=O)Nc1nc2ccccc2s1)N1C(=O)C2CC=CCC2C1=O (stereo partly specified)	1	-1	-2	-2	-4	-8	8	-7	-0.5	-3
56	CC1(C)CC(=O)c2cc(N=C/C(C(=O)c3ccccc3)=C(\O)c3ccccc3)c(=O)oc2C1	-7	-4	-7	-3	4	8	2	-12	-0.4	-2
57	CCCOc1ccc(-c2nc(C#N)c(NCCCn3ccnc3)o2)cc1	-69	-2	-100	2	0	1	0	-6	-2.5	-83
58	CCC1Nc2ncnc(N3CCCCC3)c2N(Cc2ccc(C)cc2)C1=O (stereo unspecified)	-8&5	1&0	-4&-2	-1&-4	6&-3	-2&3	3&2	20&9	0.2&1.4	-2&5
59	COc1cc(/C=N/NC(=O)c2cccnc2)ccc1OS(=O)(=O)c1ccc(F)cc1	-4	3	-2	-8	1	-2	-6	-4	0.5	-5
60	COCCN(C(=O)COC(=O)Cc1c(C)nc2ccccc2c1C)c1c(N)n(CC(C)C)c(=O)[nH]c1=O	-1	4	-8	-11	-2	9	0	13	0.2	1
61	O=C(NC1CC1)c1ccc(-c2ccccc2)cc1	1	-2	4	-6	-3	-12	-3	-11	-0.1	-2

# Screens: PubChem BioAssay, The Scripps Research Institute Molecular Screening Center

# Random draw from the library. Share with any hit: about 4.1%.
